Screening data as filed in PubChem BioAssay.
DAX1 inh-1: blocks DAX1 repression of SF-1 activated StAR promoter. HEK293T StAR-luciferase reporter, SF-1/DAX-1 repression relief. 370,000 tested, 1.1% active. inhibition, % at 6.8 µM. AID 652010;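 active = inhibition above the mean over all tested compounds plus 3 SD, cut at about 3.6% in these data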;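 also: 0% = DAX-1 cells with DMSO and 100% = cells lacking DAX-1 with DMSO; higher inhibition means more luminescence from relief of DAX-1 repression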
hgDAF-12 ag: agonists of H. glycines DAF-12 nuclear receptor; 370,000 tested, 1.8% active; HEK293 GAL4-hgDAF12 UAS-luciferase reporter, agonist luminescence; normalized to butyrate control; AID 687014; activation, % at 6.8 µM;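 active = activation above a cutoff set at the mean of all screened compounds plus 3 SD, cut at about 10% in these data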;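 also: 0% = DMSO wells and 100% = sodium butyrate wells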
SMARCA2 activ: increases SMARCA2 function in MMTV reporter cells | activation, % at 9.1 µM | AID 652017 | 370,000 tested, 1% active | MG213 cells, MMTV-luciferase reporter, dexamethasone, overnight; in the data active = activation above about 7.8%;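 also: 0% = vehicle wells and 100% = reference activator wells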
ssDAF12 agonist: activates DAF-12 receptor from parasite S. stercoralis; 370,000 tested, 1% active; activation, % at 6.8 µM; HEK293 ssDAF-12/GRIP1 lit1-tk-luc reporter, luminescence; % of 3 µM dafachronic acid response; AID 652126;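 active = activation above the mean over all tested compounds plus 3 SD, cut at about 0.9% in these data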;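 also: 0% = DMSO-only wells and 100% = 3 µM delta7-dafachronic acid wells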
PLCb3 inh: inhibitors of human phospholipase C beta3; Q01970; Purified PLC-beta3, fluorogenic substrate, fluorescence; inhibition, % at 12.2 µM; 370,000 tested, 0.18% active; in the data active = inhibition above about 11%;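 also: 0% = median of compound wells on plate and 100% = full blocker control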
hcDAF12 agonist: activates DAF-12 receptor from parasite H. contortus; HEK293 hcDAF-12 lit1-tk-luc reporter, luminescence; 0% DMSO, 100% Δ7-dafachronic acid; activation, % at 6.8 µM; 370,000 tested, 1.4% active; AID 652067;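 active = activation above the mean of all tested compounds plus 3 SD, cut at about 5.5% in these data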;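 also: 100% = response to 3 µM Δ7-dafachronic acid high control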
HGIII-sPLA2 inh: Blocks human group III sPLA2 activity; Q9NZ20; QFRET BODIPY PC-A2 liposome hydrolysis, fluorescence; inhibition, % at 12.2 µM; 370,000 tested, 0.56% active;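 active = inhibition above mean plus 3 SD of compounds lying within the high and low control bounds, cut at about 19% in these data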;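 also: 0% = median of test compound wells and 100% = no enzyme DMSO wells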
Target sequence (Q9NZ20 whole entry, looked up): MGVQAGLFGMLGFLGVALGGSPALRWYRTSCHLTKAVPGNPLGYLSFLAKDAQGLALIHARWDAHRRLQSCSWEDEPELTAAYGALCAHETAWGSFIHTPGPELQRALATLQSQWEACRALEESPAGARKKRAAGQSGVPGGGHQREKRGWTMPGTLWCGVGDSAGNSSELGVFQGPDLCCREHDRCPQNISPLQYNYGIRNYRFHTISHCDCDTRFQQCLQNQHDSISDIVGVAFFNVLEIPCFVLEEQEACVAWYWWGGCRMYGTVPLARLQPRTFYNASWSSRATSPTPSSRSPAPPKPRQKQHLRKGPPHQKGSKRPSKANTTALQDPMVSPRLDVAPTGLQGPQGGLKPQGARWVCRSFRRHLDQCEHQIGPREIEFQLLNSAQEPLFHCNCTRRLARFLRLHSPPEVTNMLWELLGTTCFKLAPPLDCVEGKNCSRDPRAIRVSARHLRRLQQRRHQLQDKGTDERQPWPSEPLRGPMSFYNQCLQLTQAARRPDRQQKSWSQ
FXN GAA850 act: activators of GAA850 frataxin (FXN) promoter; activation, % at 6 µM; 360,000 tested, 0.56% active; AID 540364; HEK293 lucGAA850 FXN promoter luciferase reporter, 24 h; percent of 10 µM SAHA response;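 active = activation above the average of all compounds screened plus 3 SD, cutoff fixed separately per campaign, cut at about 7.5% in these data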;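 also: 0% = DMSO wells and 100% = 10 µM SAHA wells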
PG9 binder: PG9 antibody binding by small molecule. TR-FRET gp120-PG9 antibody binding. inhibition, % at 6.7 µM. 360,000 tested, 0.43% active. AID 624416; in the data active = inhibition above about 8.5%
NR1D1 modulator: Rev-erb alpha (human) modulation. P20393. Rev-erbα–FITC-DNA binding, fluorescence polarization, 90 min. activity, % at 10 µM. 370,000 tested, 0.79% active. AID 1259318;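 active = activity above about 14%, limit read from the data; passing the limit was not always enough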;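 also: 0% = DMSO wells with 35 nM protein and 100% = DMSO wells with 750 nM protein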
DAX1 inh-2: NR0B1 (DAX1) inhibition | P51843 | HEK293 Gal4-DAX1 luciferase reporter, luminescence | inhibition, % at 6.75 µM | 340,000 tested, 0.99% active | AID 504766;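 active = inhibition above the mean over all tested compounds plus 3 SD, cut at about 4.2% in these data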;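 also: 0% = DAX1-transfected cells with DMSO and 100% = empty-vector control cells with DMSO; inhibition shows as a rise in luminescence from relieved DAX1 repression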
Target sequence (P51843 207-470 limits assumed): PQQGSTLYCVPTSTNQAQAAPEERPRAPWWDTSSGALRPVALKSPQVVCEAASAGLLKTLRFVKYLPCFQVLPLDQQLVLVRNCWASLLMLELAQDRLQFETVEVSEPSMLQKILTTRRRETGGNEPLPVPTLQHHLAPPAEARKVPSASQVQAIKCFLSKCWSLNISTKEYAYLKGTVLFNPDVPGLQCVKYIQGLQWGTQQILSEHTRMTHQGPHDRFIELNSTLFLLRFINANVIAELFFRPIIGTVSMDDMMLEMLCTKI
Numbers without * were called inactive; · = no result given; & = joins results of further samples. Outcome played no part in choosing rows. Share with any hit: about 7%.

item	Molecule	DAX1 inh-1	hgDAF-12 ag	SMARCA2 activ	ssDAF12 agonist	PLCb3 inh	hcDAF12 agonist
1	CCc1nc(N)nc(N)c1-c1ccc(Cl)c(N=[N+]=[N-])c1	-3.2&-8.4	-6.9&-3.9	-2&0	-1.3&-0.9	-1&2	-0.9&-1.9
2	Cn1c(=O)c2c(nc(N3CCN(c4ccccn4)CC3)n2Cc2ccccc2Cl)n(C)c1=O	-0.4	-1.0	-1	-0.7	4	0.2
3	CCCOP(=O)(c1ccc(N(C)C)cc1)C(O)c1ccccc1OC (centres undefined)	-0.5	-0.8	-3	-1.0	5	0.1
4	O=C(C(=S)N1CCOCC1)c1c[nH]c2ccccc12	0.3	-1.1	-2	-1.0	-3	-0.3
5	C=C(C)C(O)Cc1c(OC)ccc(C(=O)/C=C/c2ccc(O)cc2)c1O (centres undefined)	-1.2	4.0	7	-1.9	-9	-0.7
6	O=c1[nH]c(SCc2ccc(OC(F)(F)F)cc2)nc2c1CCC2	1.8	0.4	1	-1.5	1	0.2
7	O=C(NC1CCSc2ccccc21)c1cccc(Br)c1 (centres undefined)	-0.8	-0.2	2	-1.0	-6	0.2
8	CC1CC(NC(=O)c2ncn[nH]2)CC(C)(C)C1 (centres undefined)	0.2	-1.6	3	-0.6	6	0.8
9	COc1ccc(S(=O)(=O)NCCC(=O)OCc2cc(=O)oc3cc(C)ccc23)cc1[N+](=O)[O-]	0.1	1.1	-1	-0.6	-9	0.7
10	CC(C(=O)N1CCCCC1)n1sc2ccccc2c1=O (centres undefined)	0.4	7.3	6	-0.8	0	0.1

item	HGIII-sPLA2 inh	FXN GAA850 act	PG9 binder	NR1D1 modulator	DAX1 inh-2
1	1&0	3.1&3.4	-2.2&-1.7	-11&0	-2.6&0.1
2	-3	1.6	-2.3	3	0.4
3	10	1.7	0.2	-2	-1.2
4	1	-2.0	-1.3	-3	0.1
5	-27	0.1	-0.5	6	-1.4
6	-2	1.8	0.6	6	·
7	0	0.8	-0.3	1	-0.9
8	-17	0.4	-1.2	0	0.6
9	0	1.5	0.1	-4	0.0
10	-4	4.7	-0.6	-3	1.1

Additional results follow:
item	Molecule	DAX1 inh-1	hgDAF-12 ag	SMARCA2 activ	ssDAF12 agonist	PLCb3 inh	hcDAF12 agonist
11	CN(C)S(=O)(=O)c1ccc(/C(O)=C2/C(=O)C(=O)N(Cc3cccnc3)C2c2ccco2)cc1 (centres undefined)	0.0	1.4	-1	-1.2	2	-0.1
12	Cc1ccc(NC(=O)NNC(=O)CN2C(=O)COc3ccccc32)cc1	0.1	0.5	-5	-0.8	-8	-0.8
13	C=CCn1c(SCc2cc(C(C)=O)ccc2OCC)nc2ccccc2c1=O	-1.8	2.8	-1	-0.7	2	-1.9
14	Cc1cc(=O)n2nc(-c3ccccc3)sc2c1C#N	-0.3	0.2	0	-0.8	-25	0.7
15	O=C(NCc1ccco1)/C(=C\c1cccc([N+](=O)[O-])c1)NC(=O)c1ccco1	-0.4	-1.6	-2	-1.4	-10	-0.9
16	CCOC(=O)C(NCCc1ccccc1)(NC(C)=O)C(F)(F)F (centres undefined)	0.3	0.0	-3	-1.1	1	1.3
17	Cc1ccc(S(=O)(=O)Oc2ccccc2/C=N/N=C(N)N)cc1	-1.1	-0.3	-3	-1.2	0	-1.9
18	O=C(NCCc1ccc(F)cc1)Nc1ccc([N+](=O)[O-])cc1	-1.4	0.7	-2	-0.7	-3	-0.2
19	COC(=O)N1C(=O)[C@](c2ccccc2)(C(C)C)N1C(=O)OC	0.1	1.0	1	-0.2	1	-0.8
20	CCOC(=O)N1CCN(C(=O)CSc2nnc(CNC(=O)c3c(F)cccc3Cl)o2)CC1	-0.1	-0.7	6	-0.9	1	-0.1

item	HGIII-sPLA2 inh	FXN GAA850 act	PG9 binder	NR1D1 modulator	DAX1 inh-2
11	9	-0.3	-0.2	1	-0.3
12	-7	0.3	1.9	0	0.0
13	-7	-1.8	-2.3	8	-0.4
14	14	4.5	1.4	5	0.6
15	7	-1.0	-2.3	2	0.3
16	5	3.7	-2.0	2	-0.2
17	-3	-1.5	-2.6	-4	0.1
18	-26	-1.5	-1.2	5	-0.6
19	5	2.1	0.1	-6	-1.9
20	7	-2.2	-2.4	-4	0.7

The listing continues.
item	Molecule	DAX1 inh-1	hgDAF-12 ag	SMARCA2 activ	ssDAF12 agonist	PLCb3 inh	hcDAF12 agonist
21	Cc1ccc(NC(=S)NCc2ccccc2)cc1S(=O)(=O)N1CCCCC1	-1.5	-5.5	-3	-2.0	9	-3.7
22	Cn1c(CCNC(=O)c2ccco2)nc2cc([N+](=O)[O-])ccc21	0.2	0.7	-2	-1.2	-3	-1.6
23	Cc1noc(C)c1COC(=O)CCCNC(=O)c1ccc(Cl)cc1	0.0	-2.2	-2	-1.2	-1	-1.8
24	COC(=O)CSc1nnc(-c2ccncc2)n1N	0.3	0.2	-1	-0.9	4	0.9
25	Cc1ccc(SCCOCCN2CCOCC2)cc1	0.3	0.4	-2	-1.1	-4	0.3
26	CS(=O)(=O)N(Cc1ccco1)Cc1ccccc1Cl	0.7	2.8	3	-1.0	5	-0.7
27	O=C(O)CCCC(=O)OCCCCc1cccs1	-0.7	-1.4	-4	-1.1	1	-1.6
28	CCCOc1ccc(N2C(=O)CC(N3CCN(c4nc5ccccc5s4)CC3)C2=O)cc1 (centres undefined)	-0.6	-2.1	-1	-0.9	0	-0.3
29	C=CC(n1cncn1)C(O)(c1ccccc1)c1ccccc1 (centres undefined)	-0.1	0.0	0	-0.9	3	1.3
30	CC(C)(C)c1ccc(OCC(O)CN2CCN(C(=O)c3ccccc3)CC2)cc1 (centres undefined)	-0.1	-0.2	-3	-1.4	9	-0.6

item	HGIII-sPLA2 inh	FXN GAA850 act	PG9 binder	NR1D1 modulator	DAX1 inh-2
21	-7	-1.6	0.5	-5	-0.2
22	11	3.1	-4.0	0	1.6
23	-4	-0.3	-0.2	-2	1.8
24	-2	0.9	-1.0	-5	0.6
25	-2	-0.3	-1.4	1	0.1
26	1	1.7	-1.4	0	-0.6
27	12	-0.3	-0.8	10	0.3
28	-8	-0.1	0.1	-3	-0.6
29	2	1.0	1.6	0	0.1
30	-17	2.2	0.9	-2	0.4

(further entries)
item	Molecule	DAX1 inh-1	hgDAF-12 ag	SMARCA2 activ	ssDAF12 agonist	PLCb3 inh	hcDAF12 agonist
31	COc1ccc2cc(C(=O)N3CCN(c4ccccc4OC)CC3)[nH]c2c1	-0.1	0.1	-4	-0.7	-42	0.8
32	OC(CNC1CCCCC1)CON=C1CCSc2c(Cl)cccc21 (centres undefined)	0.5	-0.2	-4	-0.6	2	0.5
33	CCn1ncc(C2=NOC(C(=O)NCC(C)C)C2)c1C (centres undefined)	-0.3	0.1	0	-0.1	0	-1.0
34	COc1ccc(CN(CC(=O)NCc2ccccc2)C(=O)CCC(=O)Nc2nccs2)cc1	-0.4	0.7	0	-1.3	1	-1.5
35	COc1ccc(NC(=O)c2cc3c(=O)n(C)c4ccccc4c3n2C)cc1Cl	0.0	0.3	-2	-1.3	-7	-1.2
36	CC1(C)Cc2c(cnn2-c2cccc(F)c2)C(NC(=O)CSc2ccccn2)C1 (centres undefined)	-0.6	-0.9	2	-1.5	-134	-2.6
37	CO/N=C(/CNC(=O)c1cccc(Cl)c1)c1ccc(Cl)cc1	-0.3	-0.1	-1	-1.8	1	-1.5
38	COCCN(CCOc1cc(C)cc(C)c1)Cc1ccc(Cl)cc1	0.1	0.6	-2	-1.0	-4	2.3
39	CNc1ncnc2c1ncn2[C@H]1CN(Cc2ccc(F)cc2)C[C@@H](CO)O1	0.7	1.3	-2	-1.1	0	0.3
40	CCC1(CC)C(=O)NC(=O)NC1=Nc1cccc(OC)c1	-0.2	-0.4	0	-1.2	2	-0.4

item	HGIII-sPLA2 inh	FXN GAA850 act	PG9 binder	NR1D1 modulator	DAX1 inh-2
31	-11	1.2	-3.5	5	-1.9
32	8	0.2	-1.6	0	1.7
33	6	-1.6	0.2	0	-0.3
34	4	-1.0	1.0	3	-0.8
35	-5	-0.5	-1.3	8	1.4
36	-2	1.1	-0.2	1	0.2
37	5	-1.3	2.4	-3	1.4
38	0	2.4	-2.6	-1	0.5
39	-4	0.3	0.0	-2	·
40	-1	0.1	-0.8	3	-0.4

Following part:
item	Molecule	DAX1 inh-1	hgDAF-12 ag	SMARCA2 activ	ssDAF12 agonist	PLCb3 inh	hcDAF12 agonist
41	Cc1ccc(OCC(=O)NC2CCS(=O)(=O)C2)c(C)c1 (centres undefined)	-0.5	2.1	-2	-0.5	-8	-0.2
42	COC(=O)[C@@]12CCCCC=C1N(CCc1ccc(Cl)cc1)C(=O)[C@H]2CC(=O)NCCCCc1ccccc1	-1.0	2.6	-3	-0.9	-1	-0.1
43	CCNC(=S)N/N=C/c1cc(Br)cc(Br)c1OC	-0.6	-0.2	-1	-1.1	4	-1.5
44	Cc1cc(NS(=O)(=O)c2ccc(NC(=O)COc3cc(C)c(Cl)c(C)c3)cc2)no1	-0.9	-2.7	-3	-1.5	-7	-0.7
45	O=C(CN(C(=O)CNS(=O)(=O)c1ccc(F)cc1)c1ccccc1)NCc1ccco1	-0.4	-2.5	-2	-0.6	-3	1.1

item	HGIII-sPLA2 inh	FXN GAA850 act	PG9 binder	NR1D1 modulator	DAX1 inh-2
41	5	-0.8	-1.0	-1	1.1
42	-15	·	·	8	·
43	-7	-2.2	-3.4	0	-0.1
44	13	0.9	0.7	2	0.3
45	-7	-0.2	0.9	-4	-0.8

Part of the list above in a different format.
Under each structure – DAX1 inh-1	hgDAF-12 ag	SMARCA2 activ	ssDAF12 agonist	PLCb3 inh	hcDAF12 agonist	HGIII-sPLA2 inh	FXN GAA850 act	PG9 binder	NR1D1 modulator	DAX1 inh-2
42. COC(=O)[C@@]12CCCCC=C1N(CCc1ccc(Cl)cc1)C(=O)[C@H]2CC(=O)NCCCCc1ccccc1
→ -1.0	2.6	-3	-0.9	-1	-0.1	-15	·	·	8	·
43. CCNC(=S)N/N=C/c1cc(Br)cc(Br)c1OC
→ -0.6	-0.2	-1	-1.1	4	-1.5	-7	-2.2	-3.4	0	-0.1
